Source: PubChem (NCI)
NCI-60 one-dose screen, 48 h, at 10 µM unless noted. Numbers give growth in % (100 = growth as untreated, 0 = no growth, -100 = all killed).
HCT-15: HCT-15 colon cancer. actives 5.2% (n = 82,000). AID 1794746
SF-539: SF-539 CNS cancer. actives 6.8% (n = 81,000)
SF-295: SF-295 CNS cancer cells | actives 5.6% (n = 79,000) | AID 1794758
SW-620: SW-620 colon cancer. actives 5.2% (n = 82,000). AID 1794795
KM12: KM12 colon cancer cells; actives 5% (n = 82,000); AID 1794800
SNB-19: SNB-19 CNS cancer cells; actives 2.5% (n = 81,000); AID 1794751
HCC-2998: HCC-2998 colon cancer | actives 4.7% (n = 79,000)
HCT-116: HCT-116 colon cancer. actives 7.3% (n = 82,000). AID 1794798
SNB-75: SNB-75 CNS cancer; actives 5% (n = 79,000)
* marks the source's active call; other numbers are inactive results; nt = not tested or not shown; [ ] = another dose, or the depositor's remark. Rule for the calls: active = growth percent below 10; inactive = the rest.

Molecule,HCT-15,SF-539,SF-295,SW-620,KM12,SNB-19,HCC-2998,HCT-116,SNB-75
Nc1nonc1-c1noc(COc2ccc(Cl)cc2)n1,106.2,114.0,99.9,108.6,103.2,102.1,100.5,105.1,105.8
O=C1C(Cl)=C(NCCCN(CCO)CCO)C(=O)c2ccccc21,87.2,111.2,89.8,102.0,85.3,106.1,110.8,85.0,80.5
Cc1ccc(C(=O)CSc2nnc(-c3cnccn3)n2-c2ccccc2)cc1,95.5,100.1,99.4,107.2,103.0,98.4,102.7,75.3,108.3
COC(=O)C1(CC(=O)C2CC2)NC(=S)NC(=O)C1C#N (stereo not given),107.8,103.2,103.5,117.2,102.0,98.6,109.7,101.5,114.0
COc1cc2nc(Sc3sc(N)nc3C)n(-c3ccc(Oc4ccccc4)cc3)c(=O)c2cc1OC,79.9,81.3,85.4,81.2,93.5,104.7,80.4,47.4,86.7
C[C@]12CCC(=O)C=C1CC[C@@H]1[C@@H]2C(=O)C[C@@]2(C)[C@H]1CC[C@]2(O)C(=O)COP(=O)(Nc1ccccc1)Nc1ccccc1,91.9,100.4,96.2,98.3,105.3,91.2,110.8,93.4,91.8
CCOC(=O)Cn1c2c(sc1=O)C(c1cccs1)C1C3CCC(C3)C1S2 (stereo not given),81.5,98.0,99.0,103.8,82.7,95.9,107.5,77.0,92.3
COc1ccc(-c2cc(-c3ccc(Cl)cc3)c(C#N)c(=O)n2Cc2ccc(C(=O)NO)cc2)cc1,91.2,86.3,100.3,104.2,70.0,97.2,102.4,98.7,48.0

Molecule,HCT-15,SF-539,SF-295,SW-620,KM12,SNB-19,HCC-2998,HCT-116,SNB-75
CCSC(SCC)SCC,104.6,107.3,111.1,100.3,109.2,101.4,107.2,102.1,108.5
COc1ccc(-c2nn(-c3ccccc3)cc2/C=C2\SC(=S)N(CCc3ccccc3)C2=O)cc1,107.9,100.2,96.6,95.2,99.3,90.6,105.9,96.6,77.3
CCOC(=O)OC(C)CNC(=O)C(C)OC(=O)OCC (stereo not given),95.2,95.6,89.3,102.8,99.8,108.3,102.4,104.7,86.0
CC1(O)CC(CI)OC(c2ccc(Cl)cc2)C1 (stereo not given),103.0,105.3,95.7,106.2,110.8,89.7,102.2,103.4,79.6
COc1ccc(-c2nc3cc(OC)cc(OC)c3c3c2c(=O)n(C)c(=O)n3C)cc1,98.8,106.4,100.2,106.6,108.6,98.6,109.2,104.1,168.1
O=C(O)COc1cccc(OCC(=O)O)c1,103.3,97.6,105.7,103.2,101.9,100.7,103.9,103.2,102.5
O=C1C2=C(Nc3ccccc3N2)OC1c1ccc(Cl)cc1 (stereo not given),93.8,88.6,95.9,99.3,100.8,88.7,109.3,95.3,94.4
Cc1ccc(S(=O)(=O)Nc2ccccc2C)cc1,102.3,100.0,100.1,106.0,98.9,102.3,91.7,106.2,91.1

A stretch taken from the entries so far:
Molecule,HCT-15,SF-539,SF-295,SW-620,KM12,SNB-19,HCC-2998,HCT-116,SNB-75
O=C1C2=C(Nc3ccccc3N2)OC1c1ccc(Cl)cc1 (stereo not given),93.8,88.6,95.9,99.3,100.8,88.7,109.3,95.3,94.4
Cc1ccc(S(=O)(=O)Nc2ccccc2C)cc1,102.3,100.0,100.1,106.0,98.9,102.3,91.7,106.2,91.1

(more compounds)
Molecule,HCT-15,SF-539,SF-295,SW-620,KM12,SNB-19,HCC-2998,HCT-116,SNB-75
Cc1nc2sc(C(=O)Nc3cccc(Cl)c3C)c(N)c2cc1C(=O)/C=C/c1ccccc1,-66.4*,-25.5*,-14.8*,-21.8*,-16.7*,-41.8*,-83.2*,-35.6*,12.6
COc1ccc(C2=NOC(CC(=O)N3CCCC3)C2)cc1OC1CCCC1 (stereo not given),98.7,93.7,97.6,107.8,103.2,98.5,107.0,95.0,92.9
Nc1cccc2c1C(=O)c1cccc(NC(=O)c3ccccc3)c1C2=O,28.6,-2.6*,-30.3*,7.9*,32.5,45.3,-10.5*,19.9,6.0*
CN1CCC[C@]2(C)[C@H]3CC[C@]4(C)C(=O)/C(=C/c5ccccn5)C[C@H]4[C@@H]3CC[C@@H]12,75.8,101.5,96.8,81.2,94.5,92.4,78.7,86.4,78.7
CNC(=O)c1cc(-n2ccc3cc(NC(=O)Nc4ccc(N5CCN(C)CC5)c(C(F)(F)F)c4)ccc32)ccn1,23.8,1.5*,-47.2*,21.5,30.5,83.1,92.3,-17.4*,56.3
C#Cc1ccc(NC(=O)Cc2ccc(/C=C/C(=O)c3nccn3C)cc2)cc1,23.0,26.3,77.0,15.8,25.6,39.3,82.3,21.6,12.7
CC(=O)NC(Cc1cc(I)c(O)c(I)c1)C(=O)O (stereo not given),104.1,99.9,103.4,104.5,111.1,114.1,102.6,102.7,98.7
O=C(NNC(=O)c1ccncc1)C1=CN=C2Sc3cc(F)ccc3N2[C@H]1c1ccccn1,97.3,96.0,92.0,94.2,73.5,91.0,nt,88.1,82.0

Molecule,HCT-15,SF-539,SF-295,SW-620,KM12,SNB-19,HCC-2998,HCT-116,SNB-75
O=c1c2cccc(Cl)c2sc2c(Cl)nc3ccccc3c12,105.7,93.5,101.4,92.3,97.4,97.3,86.4,96.4,70.9
C#Cc1cccc(NC(=O)Nc2cccc(NC(=O)C=C)c2)c1,74.5[8.25 µM],78.4[8.25 µM],96.4[8.25 µM],90.6[8.25 µM],98.8[8.25 µM],84.0[8.25 µM],97.1[8.25 µM],77.2[8.25 µM],59.6[8.25 µM]
Cc1cc(-c2nnc(/C=C/c3ccc4c(c3)OCO4)o2)n[nH]1,44.3,46.3,nt,25.5,36.1,86.8,75.8,48.1,51.3
OC[C@H](O)CN1[C@@H](CCc2ccc(O)cc2)CCC[C@H]1CCc1ccc(OCCF)cc1,85.7,100.6,92.6,111.8,118.1,94.8,101.5,101.6,94.6
COc1ccc(-c2csc(C3=C(O)CN(C(C)C)C3=N)n2)cc1OC,103.4,88.9,113.4,103.8,99.6,103.9,116.1,96.3,112.3
O=C(O)CCCCCCCCCCN1C(=O)/C(=C/c2cn(-c3ccccc3)nc2-c2ccc(OCc3ccccc3Cl)cc2)SC1=S,103.3,102.3,106.2,95.5,111.5,100.8,107.0,95.4,104.6
COCCNC(=O)c1cccc(NC(=O)c2ccco2)c1,94.9,89.6,96.9,99.2,103.8,103.8,102.1,110.8,78.9
OCCN(CCO)c1ccc2ccccc2c1,98.4,96.7,98.9,105.3,99.9,104.1,107.5,89.3,88.1

A different layout for two compounds above:
The line under a structure holds: HCT-15	SF-539	SF-295	SW-620	KM12	SNB-19	HCC-2998	HCT-116	SNB-75
- O=C(O)CCCCCCCCCCN1C(=O)/C(=C/c2cn(-c3ccccc3)nc2-c2ccc(OCc3ccccc3Cl)cc2)SC1=S
    103.3	102.3	106.2	95.5	111.5	100.8	107.0	95.4	104.6
- Cc1cc(-c2nnc(/C=C/c3ccc4c(c3)OCO4)o2)n[nH]1
    44.3	46.3	nt	25.5	36.1	86.8	75.8	48.1	51.3

Following part.
Molecule,HCT-15,SF-539,SF-295,SW-620,KM12,SNB-19,HCC-2998,HCT-116,SNB-75
O=C1CCC(N2Cc3c(C#CCCCNC(=O)c4cc5c(o4)C(=O)c4ccccc4C5=O)cccc3C2=O)C(=O)N1 (stereo not given),76.0,-94.2*,-87.0*,-34.7*,-2.0*,-8.7*,-64.1*,-25.5*,-98.7*
COc1cc(OC)c(C(=O)CCCN2CCCC2)c(OC)c1,94.5,107.1,94.4,96.4,105.5,97.1,103.1,99.1,97.6
CSc1nc(Nc2ccc(S(=O)(=O)NN3C=NC=CC3)cc2)c(C#N)c(-c2ccc(Cl)cc2)n1,110.4,111.2,106.2,103.8,107.5,102.9,94.1,97.2,95.3
CCCCN(CCCC)C(C)C(=O)c1ccc2cc(Br)c3ccccc3c2c1 (stereo not given),99.8,108.2,91.5,97.9,92.3,99.4,113.2,95.3,106.7
S=C(CSc1ccccc1)Nc1cccc2ccccc12,100.6,104.6,nt,107.3,105.7,94.5,111.9,95.9,85.5
O=C(NCCN1CCOCC1)n1cc(-c2ccncc2)c(-c2cc(O)cc(Cl)c2)n1,92.1,89.0,113.8,113.6,113.6,113.9,135.2,80.8,93.5
CCNC(=O)N1CCc2cc(OC)c(OCCc3ccc(OC)c(N)c3)cc2C1c1cc(C)c(C)cc1C (stereo not given),14.7,26.4,18.3,15.7,33.8,34.6,49.2,17.3,22.1
NNc1cc(C(F)(F)F)nc2ccc(Br)cc12,99.1,102.5,91.8,104.2,98.3,108.8,109.3,98.6,93.9

Compound | HCT-15 | SF-539 | SF-295 | SW-620 | KM12 | SNB-19 | HCC-2998 | HCT-116 | SNB-75
O=C(NCc1ccc(F)cc1)c1cccc(S(=O)(=O)N2CCCC2)c1 | 103.3 | 98.8 | 100.6 | 104.9 | 107.2 | 105.1 | 92.0 | 107.2 | 94.9
CCOCCOCCOCCOCCOCCOCCOCCOCCOCCO (tested in a mixture with another compound) | 22.1 | -10.1* | -29.2* | 18.6 | -18.3* | 25.2 | 9.1* | 3.6* | 32.8
COc1ccc(OC)c(C2C(C#N)=C(N)N(c3ccc(F)cc3F)C3=C2C(=O)CC(C)(C)C3)c1 (stereo not given) | 101.2 | 100.8 | 99.0 | 103.5 | 102.6 | 103.3 | 110.7 | 107.8 | 73.1
COc1cc(-c2nccc3[nH]c(-c4cccc5[nH]ccc45)nc23)cc(OC)c1OC | 17.6 | 3.3* | 21.0 | 27.0 | 16.9 | 49.1 | 21.6 | 4.3* | 73.6
COc1cc2c(c(OC)c1OC)=NC(=O)/C(=C\c1sc(=O)[nH]c1O)C=2 | 98.3 | 99.0 | 101.4 | 99.6 | 100.6 | 99.5 | 103.5 | 92.8 | 91.1
COc1ccc2nc3sc(C(=O)Nc4ccc(C(=O)/C=C/c5ccc(Cl)cc5)cc4)cc3cc2c1 | 101.9 | 98.8 | 91.5 | 99.2 | 98.9 | 94.8 | 104.5 | 97.5 | 92.4
Cc1ccc(Nc2nc(SCCC(C)C)nc(-c3ccc(F)cc3)c2C#N)cc1 | 89.7 | 81.5 | 88.1 | 88.9 | 76.9 | 80.9 | 94.8 | 85.3 | nt
O=Cc1c(Cl)cccc1Cl | 103.8 | 94.0 | 112.4 | 108.2 | 106.2 | 95.7 | 104.6 | 97.2 | 85.5
O=S(=O)(Nc1ccc(-n2cnc3cc(-c4ccc(O)cc4)ccc32)cc1)c1ccccc1 | 87.2 | 67.3 | 87.9 | 108.8 | 54.6 | 90.1 | 115.5 | 90.3 | 88.1
CC(=O)C1CCC2C3CCC4=CC(=O)CC4(C)C3CCC12C (stereo not given) | 96.8 | 82.7 | 133.8 | 104.7 | 109.9 | nt | 110.6 | 88.9 | 190.7
CN(C)c1ccc(C(c2ccc(Cl)cc2)c2ccc(N(C)C)cc2)cc1 | 98.8 | 107.6 | 98.5 | 87.2 | 104.9 | 100.5 | 94.5 | 86.0 | 98.9
CSC1=NC2C(N(C)C(=S)N2C)N1/N=C/C=C/c1ccccc1[N+](=O)[O-] (stereo not given) | 90.1 | 98.0 | 94.8 | 92.2 | 94.0 | 90.5 | 103.0 | 100.1 | 93.4
N#CCc1ccnc2ccccc12 | 103.1 | 101.9 | 114.8 | 103.5 | 106.3 | 105.1 | 101.6 | 116.7 | 97.0
O=C1Nc2ccc(Br)cc2C1=O | 100.3 | 98.3 | 99.1 | 86.0 | 96.7 | 101.0 | 110.5 | 94.2 | 92.7
CCN1C(=O)N(CC)C2C1NN=c1s/c(=C\C(=O)O)c(=O)n12 (stereo not given) | 101.4 | 98.9 | 104.4 | 98.2 | 103.6 | 101.2 | 101.5 | 93.5 | 96.3
CCOC(=O)C/C(=N\Nc1cc(=O)[nH]c2ccc(Cl)cc12)C(=O)OCC | 104.8 | 98.8 | 103.0 | 93.8 | 101.6 | 94.9 | 97.4 | 100.1 | 96.7
Cc1ccc2c(C3C(C#N)=C(N)Oc4cc5ccccc5cc43)cc(=O)oc2c1 (stereo not given) | 31.0 | 2.3* | 9.3* | 27.1 | 24.1 | 29.9 | 58.9 | 15.9 | 20.3
COc1ccccc1OS(=O)(=O)c1ccc(C)cc1 | 101.4 | 104.0 | 93.8 | 107.0 | 101.3 | 97.9 | nt | 97.5 | 98.3
CCOC(=O)c1nocc1CCCOc1ccc(C(=O)NCc2ccccc2Cl)cc1C | 102.5 | 102.5 | 99.3 | 87.9 | 98.7 | 94.8 | 111.1 | 95.0 | 91.9
CN1CCN(CCS(=O)(=O)Nc2cc(-c3ccc4ncnc(Nc5ccc(F)c(Cl)c5)c4c3)cnc2Cl)CC1 | 24.5 | -8.6* | 7.8* | 36.2 | 46.4 | 10.1 | -8.1* | 27.8 | 22.1
COc1ccc(-c2c(-c3ccc(O)cc3)c3ccccc3oc2=O)cc1 | 104.6 | 112.4 | 111.0 | 106.7 | 109.6 | 95.5 | 100.8 | 99.9 | 112.8
CCCn1c(NC(=O)c2cccc(C(N)=O)c2)nc2ccc(CN3CCCCC3)cc21 | 67.1 | 106.1 | 106.4 | 108.7 | 24.0 | 110.6 | 106.8 | 6.7* | 127.6
CCCCc1nnc(NS(=O)(=O)c2ccc(C)cc2)s1 | 102.7 | 122.0 | 98.2 | 104.3 | 106.6 | 100.4 | 99.2 | 100.3 | 99.2
COc1ccc(NC(=O)Nc2ccccc2F)cc1 | 90.7 | 87.7 | nt | 99.9 | 102.8 | 104.5 | 106.9 | 112.9 | 99.6
O=C(O)c1ccc(N/N=C/c2cn(-c3ccc(C(=O)O)cc3)nc2-c2ccc(F)cc2)cc1 | 109.1 | 94.9 | 101.5 | 100.7 | 101.4 | 101.4 | 103.5 | 99.7 | 83.4
CC(C)C[C@@H](N)C(=O)N[S@@](=O)c1scc(F)c1F | 97.4 | 100.2 | 101.3 | 112.9 | 99.5 | 93.9 | 109.4 | 91.4 | 146.3
O=C1/C(=C/c2cn(-c3ccccc3)nc2-c2ccccc2)SC(=S)N1CCc1ccc(O)cc1 | 90.4 | 94.2 | 95.9 | 94.6 | 94.3 | 92.8 | 107.4 | 89.6 | 90.5
Clc1ccc(-c2cn(-c3ccccc3)c(-c3ccccc3)n2)c(Cl)c1 | -71.4* | -22.2* | 19.5 | -100.0* | -88.0* | 43.7 | 13.7 | -100.0* | -83.3*
